# DDE Tn7 FP inh – inhibitors of Tn7 peptide binding to human fibrin DD(E). P02675. FP displacement of FITC-Tn7 peptide from fibrin DD(E); 0% = median of compound wells per plate. inhibition, % at 8.3 µM. 370,000 compounds, 0.13% hits. AID 720508;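 active means inhibition above the mean of compounds falling within the control limits plus 3 SD of them, cut at about 14% in these data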;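 further: 0% = plate median of compound wells and 100% = 10 µM Aha-Tn7 peptide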
#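 Assay system: Fibrin-DD(E) protein isolated from polymerized human fibrin clots; read-out basis: percent inhibition; medium: Tris/NaCl/CaCl2 buffer, pH 7.8; signal: FP measurement; incubation: 10 min plus 3 h, room temperature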
# HTRA1 inhibitor – HTRA1 (human) protease inhibition; AID 504803; recombinant HTRA1, FP-rhodamine activity-based probe, fluorescence polarization; inhibition, % at 5.96 µM; 340,000 compounds, 0.5% hits; in the data active means inhibition above about 36%;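 further: 0% = enzyme with DMSO and 100% = wells lacking enzyme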
# Target sequence (Q92743 whole entry, looked up): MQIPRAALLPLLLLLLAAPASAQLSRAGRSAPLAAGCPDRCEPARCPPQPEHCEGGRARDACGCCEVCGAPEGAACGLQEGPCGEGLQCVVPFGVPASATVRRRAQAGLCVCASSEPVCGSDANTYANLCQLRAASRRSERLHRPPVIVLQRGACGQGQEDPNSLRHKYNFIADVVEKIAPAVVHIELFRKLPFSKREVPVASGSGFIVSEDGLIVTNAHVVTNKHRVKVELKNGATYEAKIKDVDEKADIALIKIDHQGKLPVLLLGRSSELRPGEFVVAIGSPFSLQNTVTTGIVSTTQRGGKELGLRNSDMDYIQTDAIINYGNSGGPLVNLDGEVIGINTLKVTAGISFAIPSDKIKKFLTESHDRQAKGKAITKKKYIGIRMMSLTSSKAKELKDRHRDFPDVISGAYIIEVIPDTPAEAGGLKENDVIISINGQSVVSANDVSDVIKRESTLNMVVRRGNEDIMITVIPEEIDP
# SIAE inh – inhibitors of human sialic acid acetylesterase SIAE. Q9HAT2. SIAE FP-Rh probe binding, fluorescence polarization. inhibition, % at 9.66 µM. 370,000 compounds, 0.69% hits. AID 1053197;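 active means inhibition above a cutoff: mean of compounds within the control limits plus 3 SD of those, cut at about 17% in these data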;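 further: 0% = plate median of compound wells and 100% = probe without SIAE protein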
# UHRF1 binding – UHRF1 methyl-DNA binding inhibition; UHRF1 binding to methylated oligo, TR-FRET; Q96T88; inhibition, % at 4.4 µM; 370,000 compounds, 0.75% hits; in the data active means inhibition above about 21%;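 further: UHRF1 SRA domain binding a hemimethylated CpG hairpin DNA probe; 0% = median of test compound wells and 100% = reference inhibitor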
# PRMT1 FP inh – blocks human protein arginine methyltransferase 1; inhibition, % at 2.79 µM; AID 652257; recombinant PRMT1, activity-based probe fluorescence polarization; Q99873; 370,000 compounds, 1.3% hits;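 active means inhibition above about 21% made by adding two undisclosed values, limit read from the data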
# Target sequence (Q99873 whole entry, looked up): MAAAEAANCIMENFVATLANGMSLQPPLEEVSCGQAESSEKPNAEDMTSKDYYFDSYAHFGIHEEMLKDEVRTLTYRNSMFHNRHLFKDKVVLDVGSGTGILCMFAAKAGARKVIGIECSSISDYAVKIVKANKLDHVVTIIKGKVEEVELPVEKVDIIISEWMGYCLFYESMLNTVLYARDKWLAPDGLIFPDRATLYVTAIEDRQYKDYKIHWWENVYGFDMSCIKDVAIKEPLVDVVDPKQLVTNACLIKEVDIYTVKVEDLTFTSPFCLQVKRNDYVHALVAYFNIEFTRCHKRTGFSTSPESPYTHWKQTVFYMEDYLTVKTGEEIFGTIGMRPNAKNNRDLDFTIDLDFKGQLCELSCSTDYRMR
# TDP2 inh – TDP2 (human) inhibition, absorbance primary screen; recombinant TDP2, T5PNP hydrolysis, p-nitrophenol absorbance 415 nm; inhibition, % at 12.8 µM; 370,000 compounds, 0.34% hits;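 active means inhibition above the mean of all tested compounds plus 3 SD, set per campaign, cut at about 25% in these data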;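 further: 0% = DMSO with enzyme and 100% = buffer with substrate but no TDP2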
#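 Test system: human TDP2 enzyme; Input: 120 nM TDP2 per well; Buffer or medium: Mg2+-containing Tris-HCl buffer, pH 7.5; Reagent: 5 mM T5PNP; Dosing: 12.8 µM single point, 1% DMSO; Incubation: reaction 2 h, 37 °C; Detection: p-Nitrophenol epi absorbance; Read-out: % inhibition relative to enzyme-containing and enzyme-free wells; Replicates: single well per compound.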
# mABHD4 FP – inhibits mouse alpha/beta hydrolase domain 4; Q8VD66; purified mABHD4, FP-Rh probe fluorescence polarization; inhibition, % at 8.92 µM; 370,000 compounds, 0.54% hits; AID 720543;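 active means inhibition exceeding the mean over every tested compound plus 3 SD, cut at about 30% in these data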;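 further: 0% = plate median of compound wells and 100% = S159A mutant with DMSO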
#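 Assay system: mABHD4 protein; medium: HEPES pH 7.0, NaCl, Pluronic buffer; dosing: 8.92 µM, single dose; schedule: 45 min + 60 min at 25 °C; signal: FP readout, ex 525 nm / em 598 nm; read-out: normalized percent inhibition of probe labeling; repeats: single replicate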
# PG9 Ab binder – PG9 antibody binding by small molecule. 360,000 compounds, 0.43% hits. inhibition, % at 6.7 µM. AID 624416. TR-FRET gp120-PG9 antibody binding; in the data active means inhibition above about 8.5%
# TCR-CD3 inh – inhibitors of human TCR-CD3 interaction; inhibition, % at 9.4 µM; AID 651800; TAMRA-labeled TCR probe fluorescence, biochemical; 360,000 compounds, 0.37% hits; in the data active means inhibition above about 19%;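 further: recombinant mutant TCR 2C K166C tagged with TAMRA read by polarization; 0% = receptor in buffer alone and 100% = receptor with positive control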
# LEDGF integ inh – blocks HIV-1 LEDGF/p75-dependent DNA integration. TR-FRET IN-LEDGF/p75 DNA integration, Eu/Cy5. 370,000 compounds, 0.64% hits. inhibition, % at 3.7 µM;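 active means inhibition above the screen-wide mean plus 3 SD, cut at about 13% in these data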;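 further: signal is the Cy5 over europium emission ratio at 671 and 618 nm; 0% = plate median of compound wells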
# An asterisk follows results filed as active; . = not tested or not shown.
SMILES	DDE Tn7 FP inh	HTRA1 inhibitor	SIAE inh	UHRF1 binding	PRMT1 FP inh	TDP2 inh	mABHD4 FP	PG9 Ab binder	TCR-CD3 inh	LEDGF integ inh
O=C(Nc1ccc(Cl)c(Cl)c1)Nc1ccccc1O	0	-16	7	0	-1	-14	-9	-1.3	-1	5
C=CCn1c(SCC(=O)NC2CCCC2)nnc1-c1cccnc1	-2	3	-5	1	-7	1	-1	-2.9	3	1
CC1=Nc2cc(C(=O)O)ccc2Sc2c(C)ccc(C)c21	1	-5	-3	-1	-2	19	-3	2.0	-2	-3
Cc1cccc(C(=O)NC(=S)NNC(=O)c2cccs2)c1	-4	5	12	-5	1	6	2	0.3	15	4
O=C(Nc1ccccc1)ON=C1CCCC1	4	-4	7	1	-2	-3	-9	0.9	1	0
CCOCC(=O)N1CCN(c2cccc(Cl)c2)CC1	-1	-4	12	-2	-4	10	5	0.6	0	0
O=C(C1CCCO1)N1CCN(C(=S)Nc2cccc(F)c2)CC1 (centres undefined)	-6	-2	-4	0	4	9	3	-0.6	8	0
CCCCC(CC)C(=O)Nc1ccccc1C#N (centres undefined)	-6	4	-1	2	-2	-3	5	-1.7	3	1
COc1cccc(CC(=O)OCC(=O)NCc2ccc3c(c2)OCO3)c1	10	-3	0	-1	-2	-2	3	1.6	-4	-6
CC(C)NC(=O)C1(C)CCN1C(=O)c1ccc2c(c1)OCO2 (centres undefined)	3	.	8	-1	-3	7	-1	-1.5	4	0
CCN(CC)C(=O)CC[C@H]1CC[C@]2(CCCN(C(=O)C(C)(C)C)C2)O1	1	.	4	-1	-1	0	1	.	.	6
CCN(C(=O)CN1C(=O)c2ccc([N+](=O)[O-])cc2C1=O)C1CCCCC1	-7	0	-5	-2	-2	13	-7	-3.5	7	2
CC(=O)c1cccc(NC(=O)C(C)OC(=O)CCC2CCCCC2)c1 (centres undefined)	4	-18	6	0	0	3	11	2.6	-8	0
O=C(CCCOc1ccccc1)Nc1ncccn1	0	-3	2	0	5	1	10	-0.3	-6	-2
COC(=O)C1=C(C)N(Cc2ccc(F)cc2)C(=S)NC1c1cccc(OC)c1 (centres undefined)	-3	.	1	3	7	-5	-24	-0.5	-1	-2
Cc1ccc2[nH]c(=O)c(CN(Cc3cccs3)S(=O)(=O)c3ccc4c(c3)OCCO4)cc2c1	1	-7	3	0	-1	6	3	-2.2	8	-2
COc1ccc(C(=O)NC2CCCc3ccccc32)cc1S(=O)(=O)N1CCOCC1 (centres undefined)	-7	16	-3	2	-2	2	7	-0.8	0	5
CCc1ccc(OCC(=O)NNC(=O)c2cc(S(=O)(=O)N3CCOCC3)ccc2N2CCCC2)cc1	1	5	1	-1	1	5	-5	-1.0	-5	-5
O=C(COc1ccc([N+](=O)[O-])cc1)Nc1ccc(C(=O)NCc2cccnc2)cc1	-3	-2	5	3	-1	-7	-5	-2.5	-4	4
CCN(C[C@H]1N[C@@](Cc2ccccc2)(C(=O)OC)[C@H]2C(=O)N(C)C(=O)[C@@H]12)C(=O)Nc1ccc(Cl)cc1	-1	-7	-6	-2	1	6	8	0.3	0	-2
Cc1cc(C(=O)Nc2sc(C)c(C)c2C#N)c(C)o1	-4	-6	-1	0	2	-6	-5	1.1	-7	2
NNc1nc(-c2ccccc2)nc2sc3c(c12)CCCC3	3	-17	5	-3	1	7	4	-2.0	6	2
CCOC(=O)C1=C(O)/C(=C\c2cc(C)n(-c3ccccc3F)c2C)N=C1C	2	5	-4	-4	7	-7	1	-4.5	3	3
NC1=NC(=O)NC1(c1ccccc1)c1ccccc1	8	7	-5	0	3	2	-1	2.9	-2	2
CC(O)CN1CC(O)=C(c2nc3ccccc3s2)C1=N (centres undefined)	0	0	1	0	4	-1	8	-2.2	-4	-5
O=C(/C=C/NCc1cccnc1)c1ccc(Br)cc1	-7	2	-5	2	1	-14	-4	-2.5	-2	-1
Cc1nn(Cc2ccc(Cl)cc2)c(C)c1NC(=O)/C=C/c1cnn(C)c1	0	4	2	1	-2	-8	1	-2.1	6	-3
O=C(Oc1cccnc1)c1cccc(Cl)c1	2	1	-6	-2	0	0	3	-1.6	5	-2
Cn1c(=O)c2c(nc(CN3CCN(Cc4ccccc4)CC3)n2CCN2CCOCC2)n(C)c1=O	-3	-5	-9	-4	-3	-14	-14	0.1	5	1
O=C1CSC(=S)N1N=Cc1ccc2c(c1)OCO2	-1	1	0	-5	14	2	11	-0.2	7	7

# Brought forward from above: 4 compounds, then new ones.
# Sequence of screens: DDE Tn7 FP inh, HTRA1 inhibitor, SIAE inh, UHRF1 binding, PRMT1 FP inh, TDP2 inh, mABHD4 FP, PG9 Ab binder, TCR-CD3 inh, LEDGF integ inh
Cc1nn(Cc2ccc(Cl)cc2)c(C)c1NC(=O)/C=C/c1cnn(C)c1
→ 0, 4, 2, 1, -2, -8, 1, -2.1, 6, -3
O=C(Oc1cccnc1)c1cccc(Cl)c1
→ 2, 1, -6, -2, 0, 0, 3, -1.6, 5, -2
Cn1c(=O)c2c(nc(CN3CCN(Cc4ccccc4)CC3)n2CCN2CCOCC2)n(C)c1=O
→ -3, -5, -9, -4, -3, -14, -14, 0.1, 5, 1
O=C1CSC(=S)N1N=Cc1ccc2c(c1)OCO2
→ -1, 1, 0, -5, 14, 2, 11, -0.2, 7, 7
COc1cccc(-c2ncc3ccccc3c2COC(=O)CCC(=O)O)c1
→ 4, 0, -1, 7, 7, -8, -15, 0.2, -8, 1
S=C(NCC1COc2ccccc2O1)Nc1ccc(Br)cc1 (centres undefined)
→ 0, -28, -1, -2, -2, 8, -21, 0.3, -1, 1
CCCCCCOc1ccc(/C=N/NC(=O)C2CC2)cc1
→ -2, 1, 1, 0, 1, -5, 1, 0.2, 1, 0
CC(=O)Nc1ccc(S(=O)(=O)NC2(C(F)(F)F)C(=O)Nc3c2c(=O)[nH]c(=O)n3Cc2cccnc2)cc1 (centres undefined)
→ 3, -5, -3, 11, 3, -7, -4, -0.2, -1, -6
Cc1cc(OCCn2nc(C(=O)O)c3ccccc3c2=O)ccc1C(C)C
→ 5, -19, -9, 0, 2, -1, -2, -1.3, -2, -2
COC(=O)C1=C(C)N(C)C(=NCc2ccc(OC)cc2)NC1c1cccc(Cl)c1 (centres undefined)
→ -5, ., -1, 1, -5, -7, -1, -1.2, 0, 1
CCc1cc(CNC(=O)CCc2nnc(Cc3cccc(C)c3)o2)on1
→ -5, 4, 2, 0, 3, 7, -2, 0.4, -6, -5
COC(=O)c1cc(O)cc(OC)c1Oc1cc(C)cc(O)c1C(=O)O
→ -1, 13, 8, 29*, 8, -15, 11, 0.2, 18, 19*
CCOC(=O)N1CCN(CC(O)COc2ccc(C(C)C)c(C)c2)CC1 (centres undefined)
→ 2, 2, -7, 4, 7, -1, -2, -1.6, -10, -3
Cc1cc(N)n2ncc(-c3ccc(Cl)cc3)c2n1
→ -5, -2, 6, 2, 2, -4, -28, -1.4, 0, -1
CC1CC(C)CN(CCOc2ccc(Br)cc2)C1 (centres undefined)
→ -3, -2, -6, 2, -2, 10, 11, -2.9, 4, 3
O=C(Cn1cncn1)N1CCN(c2ccc(F)cc2)CC1
→ -1, 2, 0, 0, -3, -10, -3, -2.4, 7, -1
COCCN(C(=O)CSc1nc2ccc(OC)cc2[nH]1)c1c(N)n(Cc2ccccc2)c(=O)[nH]c1=O
→ -9, 5, 7, -1, 1, 12, 0, -0.9, 7, 4
O=C(Nc1ncc([N+](=O)[O-])s1)c1ccco1
→ -7, 1, 2, -6, 1, 4, -3, -2.0, 8, 2
CCOC(=O)c1c(NC(=O)NC(C)(C)C)sc2c1CCN(C)C2
→ 6, -15, 2, 2, 1, 11, 5, -0.7, -3, -2
COc1ccc(CN(Cc2cccn2C)S(=O)(=O)c2cccc(C(F)(F)F)c2)cc1
→ 1, ., -3, -1, 1, -2, 0, -2.7, 2, -2
COCCNC(=O)CCCCCNS(=O)(=O)c1ccc(C)cc1
→ -3, -4, -5, 5, 1, 1, 8, -2.6, 8, 1
CCOC(=O)C1=C(c2ccccc2)NC(=S)NC1C (centres undefined)
→ 3, 1, -1, 3, -3, -12, -9, -2.9, 2, 3
CCCCc1nnc(NC(=O)c2ccc(-n3cncn3)c([N+](=O)[O-])c2)s1
→ 7, -2, -4, -1, -4, -16, -8, 0.2, 3, 2
CC(=O)c1ccc(NC(=O)C2CCCN2S(=O)(=O)c2ccc(F)cc2)cc1 (centres undefined)
→ -7, 4, -1, -2, -4, 5, 3, -2.3, 2, 0
COc1ccc(NC(=O)CN2C(=O)COc3ccc(S(=O)(=O)N4CCOCC4)cc32)cc1
→ 0, 1, -4, 2, -2, 3, 6, -2.1, 4, 2
COc1ccc(OCc2nnc(SCC(=O)c3ccccc3)o2)cc1
→ -3, -6, -3, 2, 2, 12, -2, 0.3, -5, -4
Cc1cc(C)c(C)c(S(=O)(=O)NCc2ccc(C(=O)N3CCN(C)CC3)cc2)c1C
→ -8, 2, 1, 2, -1, -1, -1, -1.0, 10, 5
CC(=O)Oc1ccc2oc(C)c(C(=O)N3CCOCC3)c2c1
→ -1, 5, 7, 0, 0, -2, -1, 2.4, -4, 1

# In the list so far, these contain bromine:
# Sequence of screens: DDE Tn7 FP inh, HTRA1 inhibitor, SIAE inh, UHRF1 binding, PRMT1 FP inh, TDP2 inh, mABHD4 FP, PG9 Ab binder, TCR-CD3 inh, LEDGF integ inh
O=C(/C=C/NCc1cccnc1)c1ccc(Br)cc1
→ -7, 2, -5, 2, 1, -14, -4, -2.5, -2, -1
S=C(NCC1COc2ccccc2O1)Nc1ccc(Br)cc1 (centres undefined)
→ 0, -28, -1, -2, -2, 8, -21, 0.3, -1, 1
CC1CC(C)CN(CCOc2ccc(Br)cc2)C1 (centres undefined)
→ -3, -2, -6, 2, -2, 10, 11, -2.9, 4, 3

# Compound activity (PubChem BioAssay)
